ANO1 block: inhibitors of mouse TMEM16A calcium-activated chloride channel | Q8BHY3 | HEK293 TMEM16A/YFP iodide influx fluorescence, ionomycin | normalized B-score (activity score, 25-100; higher = stronger inhibition) at 10 µM | 310,000 compounds, 1.2% hits;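 active = ratio plate-corrected score three or more library SD toward inhibition, starting fluorescence score within five deviations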;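 also: score derived from kinetic fluorescence span divided by baseline fluorescence per well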
RGS4 block: human RGS4 inhibition | 310,000 compounds, 0.45% hits | B-score at 10 µM | P49798 | AID 463165 | HEK293 M3R/RGS4 inducible, Fluo-4 calcium flux; stronger effect = higher value; triggered by carbachol at its EC20;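 active = B-score, a plate-corrected calcium signal, over three deviations above library mean, with baseline fluorescence within five deviations of library mean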;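 also: RGS4 expression induced by doxycycline in cells with stable M3 receptor; B-score is computed from the integrated fluorescence ratio over baseline after carbachol; higher B-score means a larger calcium signal and so more RGS4 inhibition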
ANO1 activ: activates or potentiates the mouse TMEM16A chloride channel | 340,000 compounds, 0.3% hits | Q8BHY3 | HEK293 TMEM16A/YFP-H148Q/I152L, iodide quench fluorescence; stronger effect = lower value | B-score at 10 µM;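 active = fluorescence-ratio B-score plate-corrected deviation score at least 3 library SD below zero, with starting fluorescence score within 5 deviations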;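 also: channel opened by trigger with iodide after compound preincubation; score built on the fluorescence ratio of max minus min over baseline; more negative score means more quench and so TMEM16A activation or potentiation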
KCNK3 inh: human KCNK3 channel inhibition, primary screen; O14649; CHO-KCNK3 thallium flux, FluxOR fluorescence; stronger effect = lower value; B-score at 10 µM; 340,000 compounds, 0.84% hits; AID 602410;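 active = B-score under library mean minus 4 SD, starting fluorescence ratio at most library mean plus 5 SD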;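 also: more negative B-score means stronger inhibition of thallium flux through KCNK3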
MrgX1 ag: activates human MrgX1 receptor signaling. Q96LB2. MrgX1-HEK293 cells, Fluo-4 calcium fluorescence, agonist mode; stronger effect = higher value. B-score at 10 µM. 310,000 compounds, 0.44% hits;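 active = calcium response B-score plate-corrected fluorescence ratio at least 3 library SD, with starting fluorescence B-score inside 5 SD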
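Test system: HEK293 cells stably expressing human MrgX1 receptor; Input: fifteen thousand cells per well; Dosing: compound delivered in addition one of three; Schedule: overnight seeding, then 1 h dark dye loading; Technique: Fluo-4 NW calcium fluorescence; Measure: B-scored fluorescence response ratio; Controls: positive and negative controls per plate.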
MrgX1 allo act: human MrgX1 positive allosteric modulation, primary screen; MrgX1-HEK293, Fluo-4 calcium flux, FDSS; stronger effect = higher value; B-score at 10 µM; 310,000 compounds, 0.63% hits;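 active = plate-corrected calcium response at least 3 library SD above typical, normal starting fluorescence, not activating the receptor alone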;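 also: compound read alongside a low EC10 to EC30 dose of BAM8-22 agonist; peak minus trough fluorescence over baseline measured at the second addition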
hERG rescue: compounds protecting human hERG from proarrhythmic drug block. Q12809. CHO-hERG, FluxOR thallium flux, dofetilide IC70 present. activation (rescue from dofetilide block), less the hit threshold, % at 10 µM. 310,000 compounds, 0.51% hits. AID 1511;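 active = activation above the mean of controls blocked by dofetilide plus 5 SD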;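 also: thallium influx through hERG after potassium depolarization seen as dye fluorescence rise; in these data hits start at about 4.7%; inactives centre near -7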
Target sequence (Q12809 whole entry, looked up): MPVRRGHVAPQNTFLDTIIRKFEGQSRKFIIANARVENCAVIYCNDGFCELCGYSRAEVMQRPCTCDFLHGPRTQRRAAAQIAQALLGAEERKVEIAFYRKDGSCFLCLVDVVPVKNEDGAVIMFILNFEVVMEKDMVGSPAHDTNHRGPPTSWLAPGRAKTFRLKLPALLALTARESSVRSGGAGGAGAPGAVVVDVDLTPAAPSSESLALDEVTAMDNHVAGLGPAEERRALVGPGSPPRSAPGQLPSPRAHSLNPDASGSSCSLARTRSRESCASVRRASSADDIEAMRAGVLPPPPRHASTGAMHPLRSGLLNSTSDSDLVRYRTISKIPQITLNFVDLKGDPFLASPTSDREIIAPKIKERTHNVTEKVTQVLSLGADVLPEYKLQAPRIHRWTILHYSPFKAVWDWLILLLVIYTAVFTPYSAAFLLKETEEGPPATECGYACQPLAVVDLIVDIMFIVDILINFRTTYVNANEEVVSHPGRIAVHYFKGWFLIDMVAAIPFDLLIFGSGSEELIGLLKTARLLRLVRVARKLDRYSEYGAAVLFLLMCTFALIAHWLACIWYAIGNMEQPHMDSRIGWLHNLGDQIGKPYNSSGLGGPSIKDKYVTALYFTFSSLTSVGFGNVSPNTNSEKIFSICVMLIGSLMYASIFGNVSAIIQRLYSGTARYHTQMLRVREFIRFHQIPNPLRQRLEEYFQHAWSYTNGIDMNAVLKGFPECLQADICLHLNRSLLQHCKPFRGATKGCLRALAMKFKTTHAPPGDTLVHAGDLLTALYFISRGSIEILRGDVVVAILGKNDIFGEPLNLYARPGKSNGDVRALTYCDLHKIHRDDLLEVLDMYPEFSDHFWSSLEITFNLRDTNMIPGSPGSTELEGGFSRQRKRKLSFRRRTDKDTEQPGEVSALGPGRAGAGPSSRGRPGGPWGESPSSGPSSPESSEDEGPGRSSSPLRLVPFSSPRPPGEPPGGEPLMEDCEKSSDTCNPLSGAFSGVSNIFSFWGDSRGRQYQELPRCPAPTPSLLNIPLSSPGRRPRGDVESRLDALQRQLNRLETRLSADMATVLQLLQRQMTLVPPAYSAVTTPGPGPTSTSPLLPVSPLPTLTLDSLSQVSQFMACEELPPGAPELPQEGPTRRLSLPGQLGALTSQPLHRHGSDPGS
KCNK9 inh: blocks the human KCNK9 two-pore domain potassium channel; Q9NPC2; HEK293 KCNK9, FluxOR thallium flux fluorescence; stronger effect = lower value; B-score at 10 µM; 310,000 compounds, 1.2% hits; AID 488922;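 active = ratio B-score over 3 SD below the library mean, with starting fluorescence within 5 SD of its mean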;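 also: negative B-score means less thallium flux so channel inhibition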
RGS4 act: potentiators or activators of RGS4 | AID 463111 | 310,000 compounds, 0.92% hits | B-score at 10 µM | HEK293 M3R/inducible RGS4, carbachol calcium flux Fluo4; stronger effect = lower value;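 active = B-score of the integrated calcium signal more than 4 SD below the library mean, with starting fluorescence not abnormally high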;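 also: negative B-score means reduced calcium response which marks RGS4 activation or potentiation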
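Detection: kinetic calcium fluorescence imaging with Fluo4-AM dye, 2 µM / Material: HEK293 cells with stable M3R and inducible RGS4 / Schedule: recording 10 s baseline at 1 Hz, 100 s post-agonist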
KCNQ1 act: potentiators or activators of human KCNQ1 potassium channel | P51787 | CHO-K1 KCNQ1, thallium flux FluxOR fluorescence; stronger effect = higher value | B-score at 10 µM | AID 2648 | 310,000 compounds, 0.35% hits;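 active = fluorescence ratio B-score, a plate-corrected score, at least three library SD, with initial intensity B-score within 5 SD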
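Medium – assay buffer, equal DMSO in all wells · Material – CHO-K1 cell line with stable KCNQ1 potassium channel expression · Signal – kinetic FluxOR thallium fluorescence, 10-s 1-Hz baseline, 110-s post-stimulus read · Compound – single concentration per compound, DMSO matched to controls · Schedule – 37 °C overnight plating, 90-min dark dye load, 20-min compound pretreatment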
KCNQ1 inh: human KCNQ1 channel inhibition | P51787 | CHO-K1 KCNQ1, FluxOR thallium flux fluorescence; stronger effect = higher value | B-score at 10 µM | 310,000 compounds, 1.3% hits;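 active = compounds whose thallium flux B-score, printed positive for inhibition, exceeds three library SD while starting fluorescence stays within three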;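 also: channel opened by potassium depolarization with thallium stimulus after 20 min compound exposure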
The depositor's hits bear a star; i = inactive; nt = not tested or not shown.

item | mol | ANO1 block | RGS4 block | ANO1 activ | KCNK3 inh | MrgX1 ag | MrgX1 allo act | hERG rescue | KCNK9 inh | RGS4 act | KCNQ1 act | KCNQ1 inh
1 | CCn1cc(C(=O)NN)c(=O)c2cc(F)c(N3CCN(C)CC3)cc21 | i | i | i | i | i | i | -6 | i | i | i | i
2 | Cc1c(CC(=O)NCC(=O)N[C@H](Cc2ccccc2)C(=O)O)c(=O)oc2cc(O)ccc12 | i | i | i | i | i | i | -4 | i | i | i | i
3 | Cc1noc(C)c1CSCC(=O)Nc1cc(S(=O)(=O)N2CCCCC2)ccc1OC(C)C | i | i | i | i | i | i | -18 | i | i | i | i
4 | O=C(Nc1cccc([N+](=O)[O-])c1)c1cc(S(=O)(=O)N2CCOCC2)cs1 | i | i | i | i | i | i | -5 | i | i | i | i
5 | Cn1c(=NC(=O)C2CC2)sc2cccc(F)c21 | i | i | i | i | i | 11* | -7 | i | i | i | i
6 | Cc1cccc(-n2ccnc2SCC(=O)Nc2ccc3c(c2)OCCO3)c1 | i | i | i | i | i | i | -7 | i | i | i | i
7 | O=C(N/N=C/C=C\c1ccccc1[N+](=O)[O-])c1ccccn1 | i | i | i | i | i | i | -1 | i | i | i | i
8 | COC(=O)c1cccc(NC(=O)Nc2ccc(Cl)c(Cl)c2)c1 | i | i | i | i | i | i | -6 | i | i | i | i
9 | COc1ccccc1C1CC(c2ccc(F)cc2)Nc2ncnn21 (centres undefined) | i | i | i | i | i | i | -13 | i | i | i | i
10 | Cn1c(=O)cc(SCC(=O)NCc2ccc(F)cc2)c2ccccc21 | i | i | i | i | i | i | -3 | i | i | i | i
11 | CCc1cc2c(NCC3CCCO3)ncnc2s1 (centres undefined) | i | i | i | i | i | i | -8 | i | i | i | i
12 | O=C(c1ccc(F)cc1)c1cc2ccccc2o1 | i | i | i | i | i | i | -8 | i | i | i | i
13 | Cc1cc(C)n(-c2nnc(C)n2/N=C/c2ccccc2F)n1 | i | i | i | i | i | i | -6 | i | i | i | i
14 | O=C1CCC/C(=N\NC(=O)NC2CCCCC2)C1 | i | i | i | i | i | i | -16 | i | i | i | i
15 | CCN(CC)C(=O)C1CCCN(Cc2ccc(F)c(F)c2)C1 (centres undefined) | i | i | i | i | i | i | -7 | i | i | i | i
16 | O=C(N/C=C\c1ccccc1)NCc1ccc(Cl)cc1Cl | i | i | i | i | i | i | 0 | i | i | i | i
17 | COc1ccc(S(=O)(=O)N2CCC(NC(=O)C3CCCCC3)CC2)cc1 | i | i | i | i | i | i | -7 | i | i | i | i
18 | C=CCSc1nc2ccccc2c(=O)[nH]1 | i | i | i | i | i | i | -10 | i | i | i | i
19 | COCCOC(=O)c1c(C)oc2ccc(OS(C)(=O)=O)cc12 | i | i | i | i | i | i | -9 | i | i | i | i
20 | CCOc1cc(/C=C2\C(=N)N3N=C(S(=O)(=O)CC)SC3=NC2=O)ccc1OC(=O)c1ccco1 | i | i | i | i | i | i | -24 | i | i | i | i
21 | O=C(Nc1ccc(F)cc1)N1CCN(CCc2ccccc2)CC1 | i | i | i | i | i | i | 0 | i | i | i | i
22 | CC(C)(C)OC(=O)N1CC2Cc3[nH]c(=O)ccc3C(C2)C1 (centres undefined) | i | i | i | i | i | i | -10 | i | i | i | i
23 | CC(Nc1nc(N2CCN(S(C)(=O)=O)CC2)nc2ccccc12)c1ccccc1 (centres undefined) | i | i | i | i | i | i | -15 | i | i | i | i
24 | COc1ccc(CNCCNC(=O)c2cccs2)cc1OC | i | i | i | i | i | i | -7 | i | i | i | i
25 | COCCn1nnnc1CN1C2CCCC1CC(NC(C)=O)C2 (centres undefined) | i | i | i | i | i | i | -2 | i | i | i | i
26 | Cc1cc(C(=O)COC(=O)C2=NNC(=O)CC2)c(C)n1CCc1ccccc1 | i | i | i | i | i | i | -3 | i | i | i | i
27 | CCOc1ccc2nc(SCC(=O)NCc3ccc(S(N)(=O)=O)cc3)sc2c1 | i | i | i | i | i | i | -2 | i | i | i | i
28 | C=CCOC(=O)C1=C[C@@H](c2ccc3c(c2)OCO3)C[C@@H](OCc2ccc(CO)cc2)O1 | i | i | i | i | i | i | -10 | i | i | i | i
29 | Cn1ncc2c(O/N=C(\N)c3ccc(C(C)(C)C)cc3)ncnc21 | i | i | i | i | i | i | -4 | i | i | 10* | i
30 | CCCOC(=O)C1=C(C)NC(=O)NC1c1ccc(Br)s1 (centres undefined) | i | i | i | i | i | i | -4 | i | i | i | i
31 | C=CCNc1nc(Cl)nc(Nc2ccccc2)n1 | i | i | i | i | i | i | -7 | i | i | i | i
32 | CN1CCN(C(=O)N2c3ccccc3C=Cc3ccccc32)CC1 | i | i | i | i | i | i | -5 | i | -9.7* | i | i
33 | O=c1oc2ccccc2n1CSC1=NCCS1 | i | i | i | i | i | i | -7 | i | i | i | i
34 | O=C(CSc1nnc(-c2ccccc2)n1Cc1ccco1)Nc1ccc2c(c1)OCCO2 | i | i | i | i | i | i | -13 | i | i | i | i
35 | COc1ccc(N2CCN(C(c3ccccc3)c3sc4nc(C)nn4c3O)CC2)cc1 (centres undefined) | i | i | i | i | i | i | -9 | i | i | i | i
36 | CN(CCC(=O)c1ccccc1)CCC(=O)c1ccccc1 | i | i | i | i | i | i | -12 | i | i | i | i
37 | Cc1cnc(C(=O)N2CCCC(C(=O)c3cccc(OC(C)C)c3)C2)cn1 (centres undefined) | i | i | i | i | i | i | -15 | i | i | i | i
38 | Cc1cc(=O)oc2cc(OCCSCCN3CCOCC3)ccc12 | i | i | i | i | i | i | -8 | i | i | i | i
39 | CCn1cc(C(=O)O)c(=O)c2cnc(N3CCN(C(=S)Nc4ccc(F)cc4)CC3)nc21 | i | i | nt | nt | i | i | -6 | i | i | i | i
40 | CCn1c(N)c(C(=O)N2CCOCC2)sc1=S | i | i | i | i | i | i | -2 | i | i | i | i
41 | COC(=O)[C@H]1C[C@@H]1[C@H](NC(=O)c1ccccc1)c1ccccc1 | i | i | i | i | i | i | -9 | i | i | i | i
42 | C/C(Cc1ccccc1)=N\NC(=O)CNC(=O)c1cccc(F)c1 | i | i | i | i | i | i | -6 | i | i | i | i
43 | CCOP(=O)(OCC)c1nc(-c2ccc(Cl)cc2Cl)oc1N1CCCCC1 | i | i | i | i | i | i | -15 | i | i | i | i
44 | Nc1ccc(S(=O)(=O)Nc2ncccn2)cc1 | i | i | i | i | i | i | -1 | i | i | i | i
45 | NC(=O)c1ccc(NC(=O)CCC(=O)N2CCN(S(=O)(=O)c3ccc(Cl)cc3)CC2)cc1 | i | i | i | i | i | i | -13 | i | i | i | i
46 | Nc1ccccc1Sc1nc2ccccc2[nH]1 | i | i | i | i | i | i | -10 | i | i | i | i
47 | Cc1csc(=O)n1CCC(=O)OCC(=O)Nc1ccc(F)c(F)c1F | i | i | i | i | i | i | -6 | i | i | i | i
48 | O=Cc1ccccc1-n1cccn1 | i | i | i | i | i | i | -3 | i | i | i | i
49 | O=C(CCC(=O)c1cccs1)Nc1ccccc1F | i | i | i | i | i | i | -2 | i | i | i | i
50 | CCCCN1C(=O)C(C)=C(C)C1OCCc1ccc(OC)c(OC)c1 (centres undefined) | i | i | i | i | i | i | -7 | i | i | i | i
51 | Cc1ccc(C(=O)Nc2nc3ccc(S(C)(=O)=O)cc3s2)o1 | i | i | i | i | i | i | 38* | i | i | i | i
52 | Nc1ccncc1N | i | i | i | i | i | i | -7 | i | i | i | i
53 | Cc1occc1C(=O)NNC(=O)Nc1ccc(F)cc1F | i | i | i | i | i | i | -6 | i | i | i | i
54 | CN(C[C@H](Cc1ccccc1)N(C[C@H](Cc1ccccc1)N(CCC(C)(C)C)N=O)N=O)N=O | i | i | i | i | i | i | -12 | i | i | i | 8*
55 | COc1ccc(N(CC(=O)NCc2ccc(F)cc2)S(=O)(=O)c2c(C)noc2C)cc1 | i | i | i | i | i | i | -11 | i | i | i | i
56 | O=S(=O)(O)c1nc2ccccc2n1Cc1ccccc1 | i | i | i | i | i | i | -8 | i | i | i | i
57 | CN(Cc1ccccc1)c1ccc(S(=O)(=O)N2CCC(C(=O)O)CC2)cc1[N+](=O)[O-] | i | i | i | i | i | i | -8 | i | i | i | i
58 | Cc1ccc(-c2ccnc(=S)[nH]2)cc1 | i | i | i | i | i | i | -2 | i | i | i | i
59 | C=CCn1c(CCNC(=O)c2ccccc2F)nnc1SCC(=O)Nc1nc(C)cs1 | i | i | i | i | i | i | -7 | i | i | i | i
60 | COCCOC(=O)c1c(C)n(C)c2ccc(OC(=O)c3c(OC)cccc3OC)cc12 | i | i | i | i | i | i | -13 | i | i | i | i

Further structures:
item | mol | ANO1 block | RGS4 block | ANO1 activ | KCNK3 inh | MrgX1 ag | MrgX1 allo act | hERG rescue | KCNK9 inh | RGS4 act | KCNQ1 act | KCNQ1 inh
61 | Cc1ccc(-n2nc3c(=O)n(CC(=O)NCCc4cccs4)nc(C)c3c2C)cc1 | i | i | i | i | i | i | -6 | i | i | i | i
62 | Cc1cccc(OC(C)C(=O)N/N=C\c2ccncc2)c1 (centres undefined) | i | i | i | i | i | i | -10 | i | i | i | i
63 | CN(C)S(=O)(=O)c1cccc(C(=O)NCC2(N3CCOCC3)CCCCC2)c1 | i | i | i | i | i | i | -9 | i | i | i | i
64 | CCCCC(=O)Nc1ccc(C(=O)NNC(=O)c2ccc(C)c(Br)c2)cc1 | i | i | i | i | i | i | -8 | i | i | i | i
65 | CCC(=O)N1CCc2cc(S(=O)(=O)NCCN3CCCCC3CC)ccc21 (centres undefined) | i | i | i | i | i | i | -3 | i | i | i | i
66 | C=CCOc1cccc(C2/C(=C(/O)c3ccc(C)cc3)C(=O)C(=O)N2CCN2CCOCC2)c1 (centres undefined) | i | i | i | i | i | i | -10 | i | i | i | i
67 | CC(=O)Nc1nc(-c2ccc3c(c2)CC(C)N3C(=O)C2CC2)c(C)s1 (centres undefined) | i | i | i | i | i | i | -6 | i | i | i | i
68 | COc1ccc(C(=O)Nc2ccc(C(=O)OCC(=O)c3cccc4ccccc34)cc2)cc1 | i | i | i | i | i | i | -4 | i | i | i | i
69 | COc1ccccc1N1C(=S)N=C(Nc2c(C)cccc2C)C12CCCC2 | i | i | i | i | i | i | -6 | i | i | i | i
